Compound activity deposited in PubChem by several laboratories.
TRPC4 agonist = opens the mouse TRPC4 cation channel; Q9QUQ5; HEK293 TRPC4beta/mu-opioid, Fluo4 calcium fluorescence; hits give high values; B-score at 10 µM; actives 0.49% (n = 310,000);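 active = B-score above 5 SD of library B-scores, and initial fluorescence ratio not above library mean plus 5 SD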;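 note: positive B-score marks a calcium rise read as TRPC4 activation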
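System: HEK293 cells stably co-expressing mouse TRPC4beta and mu-opioid receptor; Schedule: Fluo4 dye loading 45 min at room temperature, 110 s recording; Detection: Fluo4 fluorescence, kinetic; Evaluation: B-scored integrated calcium fluorescence ratio; Controls: buffer (low) and maximal DAMGO (high).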
MrgX1 ag = activates human MrgX1 receptor signaling. Q96LB2. MrgX1-HEK293 cells, Fluo-4 calcium fluorescence, agonist mode; hits give high values. B-score at 10 µM. actives 0.44% (n = 310,000). AID 588627;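 active = calcium response B-score plate-corrected fluorescence ratio at least 3 library SD, with starting fluorescence B-score inside 5 SD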
Target sequence (Q96LB2 whole entry, looked up): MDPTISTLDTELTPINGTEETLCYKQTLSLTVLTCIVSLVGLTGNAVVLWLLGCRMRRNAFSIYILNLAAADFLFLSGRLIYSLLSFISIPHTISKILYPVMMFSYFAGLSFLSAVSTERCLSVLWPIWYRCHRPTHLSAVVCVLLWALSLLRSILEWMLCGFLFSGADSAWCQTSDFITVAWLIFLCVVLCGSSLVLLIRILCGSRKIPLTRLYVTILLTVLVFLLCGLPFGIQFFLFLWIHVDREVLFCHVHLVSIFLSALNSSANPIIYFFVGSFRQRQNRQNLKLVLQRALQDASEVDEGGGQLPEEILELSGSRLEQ
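Test system: HEK293 cells stably expressing human MrgX1 receptor; Input: fifteen thousand cells per well; Dosing: compound delivered in addition one of three; Schedule: overnight seeding, then 1 h dark dye loading; Technique: Fluo-4 NW calcium fluorescence; Measure: B-scored fluorescence response ratio; Controls: positive and negative controls per plate.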
TRPC6 activator = mouse TRPC6 channel activation | HEK293-TRPC6 membrane potential dye fluorescence; hits give high values | Q61143 | AID 2550 | B-score at 10 µM | actives 0.13% (n = 310,000);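 active = B-score of the integrated fluorescence ratio above library mean plus 3 SD, and starting fluorescence ratio within library mean plus 5 SD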;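 note: higher score means more depolarization so channel activation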
HIF activator = HIF pathway transcriptional activation; U2OS HRE-luciferase reporter, luminescence; normalized: DMSO 0%, desferrioxamine 100%; actives 0.32% (n = 300,000); activation, % at 7.5 µM (by protocol);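 active = mean activation of at least 10% of the iron chelator positive control signal, with at least half of replicates also reaching 10%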
TRPC6 inh = inhibitors of mouse TRPC6 channel. HEK293-TRPC6, membrane potential dye, ACh-evoked depolarization; hits give low values. B-score at 10 µM. actives 1.1% (n = 310,000). AID 2553;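 active = B-score under library mean minus 3 SD, initial fluorescence not abnormally high, positive integrated signal ratio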;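 note: B-score derived from integrated fluorescence ratio over the kinetic read; more negative B-score means stronger inhibition of depolarization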
AI-2 QS modul = Vibrio harveyi AI-2 quorum sensing modulation. Vibrio harveyi JMH597 AI-2 luminescence/OD600 ratio, 9 h; hits give low values; strain lacks LuxN and CqsS sensors; 0 = neutral-control median. activity change, % at 7.5 µM. actives 0.4% (n = 300,000); in the data active = activity change below about -75%, passing the limit was not always enough;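 note: luminescence divided by OD600 gain over 9 h not by final OD600 alone; inactives centre near 13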
TRPC4 block = TRPC4 (mouse) channel inhibition; HEK293 TRPC4beta/mu-opioid, DAMGO-evoked Fluo4 calcium flux; hits give low values; B-score at 10 µM; actives 0.39% (n = 300,000); AID 2247;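 active = B-score over 3 SD under the library average, no early fluorescence shift, positive overall ratio signal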
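Test system – stable TRPC4beta/mu-opioid receptor HEK293 cells · Probe or stimulus – DAMGO, a submaximal dose followed by a maximal one · Dosing – one concentration per compound · Signal – Fluo4 calcium fluorescence by kinetic imaging, 5 s 1 Hz baseline · Evaluation – per-well B score of integrated baseline-normalized Fluo4 ratio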
MrgX1 allo act = allosterically activates human MrgX1 receptor signaling; B-score at 10 µM; actives 0.63% (n = 310,000); AID 588675; MrgX1-HEK293, Fluo-4 calcium flux, FDSS; hits give high values;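 active = plate-corrected calcium response at least 3 library SD above typical, normal starting fluorescence, not activating the receptor alone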;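 note: compound read alongside a low EC10 to EC30 dose of BAM8-22 agonist; peak minus trough fluorescence over baseline measured at the second addition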
MrgX1 antag = blocks BAM8-22 activation of human MrgX1 receptor; Q96LB2; MRGX1-HEK293 calcium flux, Fluo-4, BAM8-22 antagonism; hits give low values; B-score at 10 µM; actives 1.3% (n = 310,000);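 active = calcium-response B-score plate-corrected more than 3 library SD below zero, starting fluorescence within 5 deviations, no agonist response on first addition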;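 note: peak minus trough fluorescence over baseline after final BAM8-22 challenge near maximal dose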
PolyA inhibitor = yeast polyadenylation inhibition; S. cerevisiae SKY197-pL101 polyadenylation reporter, beta-gal luminescence; efflux-impaired pdr1/pdr3 knockout yeast; score 100 = 6 SD above DMSO; calls only at 12 µM; actives 0.02% (n = 300,000); AID 1875;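 active = lowest replicate activity score at least 50, where 100 means six control SD above control mean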;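 note: yeast exposed to compound for 9 h at 30 °C; higher score means more reporter readthrough which indicates perturbed polyadenylation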
TRPC4 PAM = allosterically enhances the mouse TRPC4 cation channel. AID 2227. B-score at 10 µM. HEK293 TRPC4beta/mu-opioid, DAMGO EC20, Fluo-4 Ca2+ flux; hits give high values. actives 0.42% (n = 310,000);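 active = B-score of calcium response area above 5 SD of library B-scores, with initial fluorescence ratio within 5 SD of library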;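 note: B-score of integrated fluorescence ratio over time as area under calcium response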
The depositor's hits bear a star; i = inactive; . = not tested or not shown. Only part of the results is shown; rates above refer to the full screens.

Value order: TRPC4 agonist | MrgX1 ag | TRPC6 activator | HIF activator | TRPC6 inh | AI-2 QS modul | TRPC4 block | MrgX1 allo act | MrgX1 antag | PolyA inhibitor | TRPC4 PAM
1. Cc1cc(C(=O)NCc2ccco2)no1
  i | i | i | -0.3 | i | 13.0 | i | i | i | i | i
2. Cc1ccc2nc(NCCC(=O)O)nc(-c3ccccc3)c2c1
  i | i | i | 0.0 | i | 19.6 | i | i | i | i | i
3. CCOc1ccc(-n2c(=O)c3c4c(sc3n(CC(=O)NCCCOC)c2=O)CCCCC4)cc1
  i | i | i | -1.2 | i | -9.5 | i | i | i | i | i
4. O=C(O)c1cnc(-c2ccccc2)nc1Sc1ccc(Cl)cc1Cl
  i | i | i | -0.3 | i | 20.9 | -6* | i | i | i | i
5. CCC(=O)Nc1c(C)n[nH]c1C
  i | i | i | -0.2 | i | 10.0 | i | i | i | i | i
6. O=C(CCC(=O)c1cccs1)NC1CCCCCC1
  i | i | i | -1.0 | i | -7.3 | i | i | i | i | i
7. Cc1oc(-c2ccc3c(c2)OCCO3)cc1C(=O)O
  i | i | i | 0.4 | i | 19.5 | i | i | i | i | i
8. CCN(C(=O)CSc1nnc(Cn2nnc3ccccc32)o1)c1nc(-c2ccccc2)cs1
  i | i | i | 0.8 | i | 16.4 | i | i | i | i | i
9. Cc1ccc(S(=O)(=O)N2CCN(c3ccccc3)CC2)c(C)c1
  i | i | i | -28.9 | i | 19.4 | i | i | i | i | i
10. CCOC(=O)NNC(=O)c1ccc(Cl)cc1
  i | i | i | 0.0 | i | 9.3 | i | i | i | i | i
11. Cc1ccc(S(=O)(=O)NCCc2nnc(SCc3cccnc3)n2C)cc1
  i | i | i | 0.6 | i | 20.6 | i | i | i | i | i
12. COc1ccc(Cl)cc1Nc1nc(C)nc2c1oc1ccccc12
  i | i | i | -14.7 | i | 13.9 | i | i | i | i | i
13. CC(C)(CC(=O)N1CCN(c2ccc(Cl)cc2)CC1)CC1=NS(=O)(=O)c2ccccc2N1
  i | i | i | -0.1 | i | 10.8 | i | i | i | i | i
14. O=C(CSc1nnnn1-c1ccccc1)N1CCNC1=O
  i | i | i | 0.0 | i | 18.0 | i | i | i | i | i
15. CC(C)C1N(S(=O)(=O)c2ccccc2)CCN1S(=O)(=O)c1ccccc1
  i | i | i | 0.1 | i | -12.5 | i | i | i | i | i
16. Cc1[nH][nH]c(=O)c1C(c1ccc(O)c(Br)c1)c1c(C)[nH][nH]c1=O
  i | i | i | -6.2 | i | 35.9 | i | i | i | i | i
17. O=C(NC(=S)NCc1cccnc1)c1ccccc1[N+](=O)[O-]
  i | i | i | -0.4 | i | 17.8 | i | i | i | i | i
18. O=C(C1COc2ccccc2O1)N1CCc2ccccc21 (stereo not drawn)
  i | i | i | 2.0 | i | 13.5 | i | i | i | i | i
19. Cc1ccccc1CN1C2=NCCCN2c2ccccc21
  i | i | i | -0.2 | i | -1.1 | i | i | i | i | i
20. Cc1cccc(N2CCN(C(=O)CCCn3c(=O)[nH]c4ccsc4c3=O)CC2C)c1 (stereo not drawn)
  i | i | i | 0.2 | i | 15.5 | i | i | i | i | i

2 entries from above, with one line to a screen:
[14] O=C(CSc1nnnn1-c1ccccc1)N1CCNC1=O
[9] Cc1ccc(S(=O)(=O)N2CCN(c3ccccc3)CC2)c(C)c1

screen / no. | 14 | 9
TRPC4 agonist | i | i
MrgX1 ag | i | i
TRPC6 activator | i | i
HIF activator | 0.0 | -28.9
TRPC6 inh | i | i
AI-2 QS modul | 18.0 | 19.4
TRPC4 block | i | i
MrgX1 allo act | i | i
MrgX1 antag | i | i
PolyA inhibitor | i | i
TRPC4 PAM | i | i

Additional results:
Value order: TRPC4 agonist | MrgX1 ag | TRPC6 activator | HIF activator | TRPC6 inh | AI-2 QS modul | TRPC4 block | MrgX1 allo act | MrgX1 antag | PolyA inhibitor | TRPC4 PAM
21. CN(C)CCN(C)Cc1ccccc1Sc1cccc2ccccc12
  i | i | i | -2.5 | i | 19.1 | i | i | i | i | i
22. O=C(Nc1ccccc1-c1ccccc1)c1ccc(=O)[nH]n1
  i | i | i | 1.4 | i | 2.3 | i | i | i | i | i
23. Cc1cc(F)ccc1NS(=O)(=O)c1cccc2nsnc12
  i | i | i | 1.6 | i | -10.2 | i | i | i | i | i
24. O=C(Oc1ccc(/C=N/NC(=O)c2ccccc2F)cc1)c1ccccc1
  i | i | i | 0.2 | i | 37.5 | i | i | i | i | i
25. Cc1ccc(C(=O)N(CC(=O)NC2CCCC2)c2ccccc2Cl)s1
  i | i | i | -1.6 | i | 5.4 | i | i | i | i | i
26. Cc1cccc2cc(CN(Cc3ccc(F)cc3)C(=O)N(C)C)c3nnnn3c12
  i | i | i | -0.6 | i | 26.6 | i | i | i | i | i
27. O=C(OCC(=O)c1ccccc1Br)c1ccccn1
  i | i | i | -2.2 | i | 4.8 | i | i | i | i | i
28. Cc1cc(OCC(=O)N[C@@H](Cc2c[nH]c3ccccc23)C(=O)O)c2c(C)c(C)c(=O)oc2c1
  i | i | i | 0.0 | i | 22.6 | i | i | i | i | i
29. Cc1ccc(S(=O)(=O)N(C)CC(=O)N2CCN(Cc3ccccc3)CC2)cc1
  i | i | i | 0.2 | i | 18.2 | i | i | i | i | i
30. NS(=O)(=O)c1ccc(CCNCc2cc(Br)ccc2OCc2ccccc2)cc1
  i | i | i | 0.4 | i | 29.1 | i | i | i | i | i
31. COc1ccc(-c2noc(N3CCC(C(=O)Nc4ccc(OC)c(OC)c4)CC3)n2)cc1
  i | i | i | 0.1 | i | 13.2 | i | i | i | i | i
32. COc1cc2cc(NC(C)=O)cc(NCc3ccccc3)c2cc1OC
  i | i | i | -1.4 | i | 10.8 | i | i | i | i | i
33. N#Cc1ccc(N2Cc3ccccc3/C2=N/C(=O)Nc2ccc(Cl)cc2)cc1
  i | i | i | 1.1 | i | 28.1 | i | i | i | i | i
34. CC1CN(C(=O)c2cc(S(=O)(=O)N(C)c3ccc(F)cc3)ccc2Cl)CC(C)O1 (stereo not drawn)
  i | i | i | 0.1 | i | 16.4 | i | i | i | i | i
35. CSc1nnnn1-c1ccc(C(=O)OCC(=O)N2CCOCC2)cc1
  i | i | i | 0.3 | i | 29.4 | i | i | i | i | i
36. Cc1cccc(NC(=O)CN(C)S(=O)(=O)c2ccccc2)n1
  i | i | i | 0.0 | i | 12.1 | i | i | i | i | i
37. CCOC(=O)C1(CCCc2ccccc2)CCN(C(=O)c2cncs2)CC1
  i | i | i | -0.1 | i | 12.7 | i | i | i | i | i
38. CCOC(=O)c1ccc(NC(=O)CCc2nnc3ccc(N4CCN(C)CC4)nn23)cc1
  i | i | i | -0.2 | i | 34.9 | i | i | i | i | i
39. COc1ccccc1NS(=O)(=O)c1cccc(C(=O)NCC(c2ccco2)N2CCCCC2)c1 (stereo not drawn)
  i | i | i | -0.6 | i | 24.3 | i | i | i | i | i
40. Cc1ccc(S(=O)(=O)N2CCN(C3CC4CCC3C4)CC2)cc1 (stereo not drawn)
  i | i | i | -0.2 | i | 31.7 | i | i | i | i | i
41. CC(C)CCN1CCN(CCCc2ccccc2)CC1CCO (stereo not drawn)
  i | i | i | 0.7 | i | -2.0 | i | i | i | i | i
42. OC(COc1ccc2cc(Br)ccc2c1)Cn1ccnc1 (stereo not drawn)
  i | i | i | -0.6 | i | 10.4 | i | i | i | i | i
43. Cc1ccc(NP(=O)(c2ccc(N(C)C)cc2NC(=O)c2cccs2)N2CCOCC2)cc1Cl (stereo not drawn)
  i | i | i | -0.5 | i | 4.8 | i | i | i | i | i
44. CC(=O)c1c(C(C)=O)c(C)n(-c2nc(-c3ccc(C)c(C)c3)c(C)s2)c1C
  i | i | i | -0.8 | i | 6.5 | i | i | i | i | i
45. CCOc1ccc(-n2ccnc2SCC(=O)Nc2nnc(CC)s2)cc1
  i | i | i | -0.6 | i | 16.3 | i | i | i | i | i
46. COc1cc(/C=N/NC(=O)NC2CCCCC2)cc(OC)c1O
  i | i | i | 0.2 | i | 11.0 | i | i | i | i | i
47. CC1CCCC(NC(=O)COC(=O)Cc2ccc(Br)cc2)C1C (stereo not drawn)
  i | i | i | -0.6 | i | 3.8 | i | i | i | i | i
48. COc1ccc(NC(=O)NC(C)c2ccncc2)cc1OC (stereo not drawn)
  i | i | i | 0.2 | i | -3.5 | i | i | i | i | i
49. COc1ccccc1-c1nnc(SCC(=O)Nc2nc(-c3ccccc3)cs2)n1C
  i | i | i | -0.9 | i | 22.1 | i | i | i | i | i
50. O=C(Nc1ccc(Cl)cc1C(=O)N1CCOCC1)c1ccco1
  i | i | i | -0.3 | i | 14.4 | i | i | i | i | i
51. COc1ccccc1-n1cc(-c2ccc(Cl)cc2)[nH]c1=O
  i | i | i | 0.1 | i | 6.4 | i | i | i | i | i
52. COCCCNc1ncnc2c1nc1n2CCCC1
  i | i | i | -8.7 | i | 17.3 | i | i | i | i | i
53. COc1cc(/C=N/NC(=O)CN(Cc2ccco2)S(=O)(=O)c2ccccc2)ccc1O
  i | i | i | . | i | 19.4 | i | i | i | i | i
54. COc1ccc(Cl)cc1NC(=O)CC(C)=O
  i | i | i | -0.2 | i | 4.3 | i | i | i | i | i
55. COC(=O)c1ccccc1NC(=O)C1CCN(C(=O)c2ccc(OC)cc2)CC1
  i | i | i | 0.3 | i | 19.0 | i | i | i | i | i
56. COc1ccc(C2=NOC(C(=O)NCc3cccnc3)C2)cc1OC (stereo not drawn)
  i | i | i | 0.2 | i | 14.2 | i | i | i | i | i
57. Cc1ccc(-n2cc(CN3CCC(O)(c4ccccn4)CC3)c(-c3ccc(F)cc3)n2)cc1
  77* | i | i | -0.6 | i | 19.3 | i | i | i | i | i
58. Fc1ccccc1OCCCCn1cncn1
  i | i | i | -1.1 | i | -3.0 | i | i | i | i | i
59. CN(C)CCOC(=O)C12CC3CC(CC(C3)C1)C2
  i | i | i | 0.3 | i | 12.7 | i | i | i | i | i
60. CC(C)(C)c1ccc(C(=O)N2CCN(C(=O)c3ccco3)CC2)cc1
  i | i | i | 0.0 | i | 26.2 | i | i | i | i | i
61. CCCn1c(N)c(N(CCOC)C(=O)c2ccc([N+](=O)[O-])cc2Cl)c(=O)[nH]c1=O
  i | i | i | 1.6 | i | 5.3 | i | i | i | i | i
